IDH1 R132H inh: blocks human IDH1 R132H reductase activity | O75874 | diaphorase/resazurin fluorescence, 60 min | inhibition, % at 10 µM | 0.18% of 70,000 active; in the data active = inhibition above about 34%;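 also: 0% = DMSO and 100% = no enzyme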
EZH2 inh: blocks human EZH2/PRC2 H3K27 methylation; 0.35% of 57,000 active; DELFIA TRF, 1 h; AID 651548; inhibition, % at 12.5 µM; Q15910;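 active = mean inhibition of replicates at least 50% and every single replicate also reaching 50%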;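 also: dimethyl H3K27 on biotinylated H3 21-44 peptide detected by antibody; plate controls were median neutral control wells for no effect and median positive control wells for full effect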
Target sequence (Q15910 whole entry, looked up): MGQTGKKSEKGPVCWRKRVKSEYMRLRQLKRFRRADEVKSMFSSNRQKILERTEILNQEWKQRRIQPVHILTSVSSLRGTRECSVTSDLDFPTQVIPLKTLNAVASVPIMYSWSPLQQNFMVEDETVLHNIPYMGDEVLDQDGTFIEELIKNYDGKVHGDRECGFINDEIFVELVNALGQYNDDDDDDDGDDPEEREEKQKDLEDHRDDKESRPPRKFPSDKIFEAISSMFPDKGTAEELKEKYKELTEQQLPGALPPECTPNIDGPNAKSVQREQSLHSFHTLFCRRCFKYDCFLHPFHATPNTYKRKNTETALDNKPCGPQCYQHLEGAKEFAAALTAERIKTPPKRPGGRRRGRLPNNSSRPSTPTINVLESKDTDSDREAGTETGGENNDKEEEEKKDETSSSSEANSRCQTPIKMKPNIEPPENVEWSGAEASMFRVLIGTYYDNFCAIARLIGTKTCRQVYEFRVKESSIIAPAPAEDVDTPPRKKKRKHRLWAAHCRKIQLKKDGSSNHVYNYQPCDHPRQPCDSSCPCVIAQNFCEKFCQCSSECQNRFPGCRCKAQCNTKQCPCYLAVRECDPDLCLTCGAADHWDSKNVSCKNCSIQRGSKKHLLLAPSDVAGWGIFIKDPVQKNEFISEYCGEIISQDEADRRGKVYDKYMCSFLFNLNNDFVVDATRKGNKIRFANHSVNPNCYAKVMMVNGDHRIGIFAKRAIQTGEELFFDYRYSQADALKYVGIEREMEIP
The depositor's hits bear a star; / = not tested or not shown. An excerpt (hit frequency here may not be typical).

SMILES	IDH1 R132H inh	EZH2 inh
C[C@@H]1CN([C@@H](C)CO)C(=O)c2cc(Br)cnc2O[C@@H]1CN(C)S(=O)(=O)c1ccccc1	0.0	/
C[C@@H]1CN([C@H](C)CO)C(=O)c2c(c3ccccc3n2C)-c2ccccc2CO[C@@H]1CN(C)C(=O)Nc1ccccc1	0.2	-25
COc1ccc(-c2nc3ccccc3o2)cc1NC(=O)COc1ccc(C(C)C)cc1	-0.1	9
C[C@H](CO)N1C[C@H](C)[C@H](CN(C)Cc2ccncc2)Oc2ccc(NS(C)(=O)=O)cc2CC1=O	1.2	-1
O=C(O)C[C@@H]1C[C@H]2c3cc(NC(=O)Nc4ccccc4F)ccc3O[C@H]2[C@@H](CO)O1	0.4	13
O=C(Nc1ccc2c(c1)[C@H]1C[C@@H](CC(=O)N3CCc4ccccc4C3)O[C@H](CO)[C@H]1O2)C1CCC1	0.1	-3
C[C@H]1CN([C@@H](C)CO)C(=O)c2cc(NC(=O)Cn3cnnn3)ccc2O[C@@H]1CN(C)S(C)(=O)=O	1.3	/
C[C@@H]1CCCCO[C@@H](CN(C)C(=O)Nc2ccc(C(F)(F)F)cc2)[C@@H](C)CN([C@@H](C)CO)C(=O)c2cc(NC(=O)C3CCCCC3)ccc2O1	-0.4	/
C[C@H](CO)N1C[C@H](C)[C@@H](CN(C)Cc2ccncc2)Oc2c(NS(=O)(=O)c3cn(C)cn3)cccc2C1=O	3.0	1
COc1ccc(S(=O)(=O)N(C)CC(=O)Nc2cccc(SC)c2)cc1C	-0.5	4
COc1ccccc1NC(=O)N[C@@H]1CC[C@@H](CCNS(=O)(=O)c2ccc(F)cc2)O[C@@H]1CO	0.0	-8
C[C@@H]1CN([C@H](C)CO)S(=O)(=O)c2ccc(C#CC3CCCCC3)cc2O[C@H]1CN(C)Cc1cccnc1	/	14
CC(C)NC(=O)N[C@H]1C=C[C@@H](CC(=O)N2CCCCC2)O[C@@H]1CO	0.1	5
COc1ccccc1-c1ccc2c(c1)O[C@@H](CN(C)C(=O)Nc1ccccc1)[C@H](C)CN([C@H](C)CO)S2(=O)=O	1.1	-18
Cc1noc(C)c1NC(=O)Nc1ccc2c(c1)CC(=O)N([C@@H](C)CO)C[C@H](C)[C@@H](CN(C)S(=O)(=O)c1ccccc1)O2	-3.2	/
Cc1ccc(-c2nnc(SCC(=O)c3cccc([N+](=O)[O-])c3)n2C)cc1	0.7	9
C[C@H]1CN([C@@H](C)CO)S(=O)(=O)c2ccc(C#Cc3cccc(F)c3)cc2O[C@@H]1CN(C)C	71*	-14
CN1CCN(C(=O)C[C@@H]2CC[C@@H](NC(=O)c3ccc4c(c3)OCO4)[C@@H](CO)O2)CC1	-0.1	1
C[C@@H]1CN([C@H](C)CO)C(=O)c2cc(NC(=O)CCC(F)(F)F)ccc2O[C@@H]1CN(C)S(=O)(=O)c1ccccc1	-0.6	-4
COc1ccc(NC(=O)Nc2ccc3c(c2)C(=O)N([C@@H](C)CO)C[C@H](C)[C@@H](CN(C)C(=O)CCCN(C)C)OCCCC[C@H](C)O3)cc1	4.9	/
Cc1c(C(=O)Nc2cnccn2)oc2ccccc12	0.7	/
COc1ccc(CNC(=O)C[C@H]2CC[C@@H](NC(=O)c3ccc4c(c3)OCO4)[C@@H](CO)O2)cc1	-0.1	-3
C[C@H](CO)N1C[C@H](C)[C@@H](CN(C)Cc2ccc(Cl)c(Cl)c2)Oc2ccc(NS(=O)(=O)c3ccc(F)cc3)cc2CC1=O	-0.8	/
O=C(CN1CCOCC1)NCC[C@H]1CC[C@H](NC(=O)Cc2ccccn2)[C@@H](CO)O1	0.0	0
C[C@@H]1CN([C@@H](C)CO)C(=O)Cc2cc(NC(=O)Cc3ccccc3)ccc2O[C@H]1CN(C)C(=O)Nc1ccccc1	1.3	-11

(more compounds)
SMILES	IDH1 R132H inh	EZH2 inh
C[C@H](CO)N1C[C@H](C)[C@@H](CN(C)Cc2ccc(C(=O)O)cc2)Oc2cc(/C=C/c3ccccc3)ccc2S1(=O)=O	0.1	/
Cc1noc(C)c1NC(=O)N(C)C[C@@H]1Oc2ncc(C#CC3CC3)cc2C(=O)N([C@@H](C)CO)C[C@@H]1C	0.0	2
C[C@@H]1CN([C@@H](C)CO)C(=O)Cc2cc(N(C)C)ccc2O[C@H]1CN(C)Cc1ccc2c(c1)OCO2	-1.6	4
COCC1CC(c2ccccc2)OC(c2ccc(NC(=O)CCCCCCC(=O)O)cc2)O1 (centres undefined)	/	2
CCC(=O)N1C[C@H](C)[C@H](OC)CN(C)C(=O)c2ccc(NC(=O)CC(F)(F)F)cc2OC[C@@H]1C	/	8
COc1ccc(S(=O)(=O)Nc2cccc3c2O[C@@H](CN(C)Cc2ccc(-c4ccccc4)cc2)[C@@H](C)CN([C@@H](C)CO)C3=O)cc1	0.5	/
COCC#Cc1ccc2c(c1)O[C@H](CN(C)C(=O)COC)[C@@H](C)CN([C@H](C)CO)S2(=O)=O	0.0	/
C[C@H](CO)N1C[C@H](C)[C@H](CN(C)C(=O)Nc2ccc(C(F)(F)F)cc2)Oc2ccc(NS(=O)(=O)c3cn(C)cn3)cc2C1=O	-1.0	/
CO[C@@H]1CC[C@@H]2CCN(C)C(=O)[C@H](C)[C@H](OC)CN(C)C(=O)c3cc(C#N)ccc3OC[C@@H]1O2	-0.7	11
COc1ccc(S(=O)(=O)Nc2ccc3c(c2)C(=O)N([C@@H](C)CO)C[C@@H](C)[C@@H](CN(C)C(=O)NC2CCCCC2)OCCCC[C@H](C)O3)cc1	-5.9	/
C[C@H](CO)N1C[C@H](C)[C@H](CN(C)Cc2ccncc2)Oc2ccc(NC(=O)c3ccncc3)cc2C1=O	0.0	-17
COc1ccc(NC(=O)Nc2ccc3c(c2)C(=O)N([C@@H](C)CO)C[C@@H](C)[C@@H](CN(C)C(=O)NC(C)C)OCCCC[C@@H](C)O3)cc1	6.8	/
C[C@@H]1CN([C@@H](C)CO)S(=O)(=O)c2ccc(C#Cc3ccc(F)cc3)cc2O[C@H]1CN(C)S(=O)(=O)c1cn(C)cn1	0.2	/
Cc1ccc(S(=O)(=O)N(C)C[C@H]2Oc3c(NC(=O)NC4CCCCC4)cccc3C(=O)N([C@@H](C)CO)C[C@H]2C)cc1	/	-20
CC(=O)N(C)C[C@@H]1Oc2cc(C#CC(C)C)ccc2S(=O)(=O)N([C@@H](C)CO)C[C@H]1C	-0.5	1
C[C@H]1CN([C@@H](C)CO)C(=O)c2cc(C3=CCCC3)cnc2O[C@H]1CN(C)Cc1ccccc1F	-1.0	-3
C[C@H](CO)N1C[C@H](C)[C@H](CN(C)Cc2ccc(-c3ccccc3)cc2)Oc2ccc(NC(=O)CCCN(C)C)cc2C1=O	-0.3	/
COc1ccc(NC(=O)Nc2ccc3c(c2)C(=O)N([C@H](C)CO)C[C@@H](C)[C@@H](CN(C)Cc2ccc4c(c2)OCO4)OCCCC[C@@H](C)O3)cc1	-0.3	/
COc1cccc(/C=N/c2c(-c3ccccc3)c(C(F)(F)F)nn2C)c1OC	-0.4	4
C[C@H]1CN([C@@H](C)CO)C(=O)c2cc(-c3ccccc3F)cnc2O[C@H]1CN(C)Cc1ccc(F)cc1	0.4	/
COc1cc(C(=O)OCc2ccc(-c3cccc(Cl)c3Cl)o2)cc(OC)c1OC	0.4	-16
C[C@@H]1CN([C@H](C)CO)C(=O)c2cc(C#CC3CC3)cnc2O[C@H]1CN(C)C(=O)Nc1ccc(F)cc1	0.0	-6
Cn1c(SCC(=O)Nc2ccc3c(c2)oc2ccccc23)nc2ccccc2c1=O	0.0	0
C[C@@H]1CN([C@@H](C)CO)C(=O)Cc2cc(NC(=O)CCN3CCOCC3)ccc2O[C@@H]1CN(C)C(=O)Nc1ccc(C(F)(F)F)cc1	0.1	/
CC(C)CC#Cc1ccc2c(c1)O[C@H](CN(C)Cc1ccc(F)cc1)[C@@H](C)CN([C@H](C)CO)S2(=O)=O	0.6	/

A different layout for four compounds above:
COc1cc(C(=O)OCc2ccc(-c3cccc(Cl)c3Cl)o2)cc(OC)c1OC
  IDH1 R132H inh: 0.4
  EZH2 inh: -16

C[C@@H]1CN([C@H](C)CO)C(=O)c2cc(C#CC3CC3)cnc2O[C@H]1CN(C)C(=O)Nc1ccc(F)cc1
  IDH1 R132H inh: 0.0
  EZH2 inh: -6

Cn1c(SCC(=O)Nc2ccc3c(c2)oc2ccccc23)nc2ccccc2c1=O
  IDH1 R132H inh: 0.0
  EZH2 inh: 0

C[C@@H]1CN([C@@H](C)CO)C(=O)Cc2cc(NC(=O)CCN3CCOCC3)ccc2O[C@@H]1CN(C)C(=O)Nc1ccc(C(F)(F)F)cc1
  IDH1 R132H inh: 0.1
  EZH2 inh: /

Looked up above.
`C[C@H]1CN([C@@H](C)CO)C(=O)c2cc(-c3ccccc3F)cnc2O[C@H]1CN(C)Cc1ccc(F)cc1` in IDH1 R132H inh has 0.4
`COc1ccc(S(=O)(=O)Nc2ccc3c(c2)C(=O)N([C@@H](C)CO)C[C@@H](C)[C@@H](CN(C)C(=O)NC2CCCCC2)OCCCC[C@H](C)O3)cc1` in IDH1 R132H inh has -5.9
`C[C@H](CO)N1C[C@H](C)[C@H](CN(C)C(=O)Nc2ccc(C(F)(F)F)cc2)Oc2ccc(NS(=O)(=O)c3cn(C)cn3)cc2C1=O` in IDH1 R132H inh has -1.0
`C[C@H](CO)N1C[C@H](C)[C@H](CN(C)Cc2ccc(-c3ccccc3)cc2)Oc2ccc(NC(=O)CCCN(C)C)cc2C1=O` in IDH1 R132H inh has -0.3

Further structures
SMILES	IDH1 R132H inh	EZH2 inh
CO[C@H]1CN(C)C(=O)c2ccc(NC(=O)Nc3cc(F)ccc3F)cc2OC[C@H](C)N(C(=O)c2ccccn2)C[C@H]1C	0.0	-8
Cc1ccc(-c2nnc(SCC(=O)c3ccc([N+](=O)[O-])cc3)o2)cc1	0.9	26
COc1ccc(CN(C)C[C@@H]2Oc3ccc(NC(=O)Nc4ccc(F)cc4)cc3C(=O)N([C@H](C)CO)C[C@H]2C)cc1	-0.7	/
CC(=O)Oc1ccc(NC(=O)COc2cccc(C)c2C)c(C(=O)O)c1	-1.2	6
Nc1nc(SCC(=O)NCC2CCCO2)[nH]c(=O)c1-c1ccccc1 (centres undefined)	1.6	-8
C[C@@H]1CN([C@@H](C)CO)C(=O)c2cc(NS(C)(=O)=O)ccc2O[C@@H](C)CCCCO[C@H]1CN(C)C(=O)c1ccccc1	-1.2	-5
C[C@H](CO)N1C[C@H](C)[C@@H](CN(C)S(=O)(=O)c2cccs2)Oc2ccc(NS(C)(=O)=O)cc2CC1=O	2.5	/
C[C@@H]1CN([C@H](C)CO)C(=O)CCCn2cc(nn2)CO[C@H]1CN(C)C(=O)NC1CCCCC1	2.7	11
O=C(C[C@H]1CC[C@@H](NC(=O)CN2CCOCC2)[C@H](CO)O1)NCc1cccc(F)c1	-0.1	7
C[C@H]1CN([C@@H](C)CO)C(=O)c2cc(-c3ccc(F)cc3)cnc2O[C@@H]1CN(C)C(=O)Nc1ccccc1F	-0.2	-12
CNC[C@@H]1Oc2c(NC(=O)Nc3cccc4ccccc34)cccc2C(=O)N([C@@H](C)CO)C[C@H]1C	2.1	-18
Cc1ccc(-c2ccc3c(c2)O[C@@H](CN(C)Cc2cccc(C(=O)O)c2)[C@H](C)CN([C@H](C)CO)S3(=O)=O)cc1	12	30
C[C@H]1CN([C@@H](C)CO)C(=O)c2cccc(NC(=O)c3cnccn3)c2O[C@@H]1CN(C)Cc1ccncc1	5.6	9
COc1ccc(C(=O)CSc2nnc(-c3ccccc3)n2-c2ccccc2)cc1	0.2	-2
C[C@@H]1CN([C@@H](C)CO)S(=O)(=O)c2ccc(-c3ccc(C(=O)N(C)C)cc3)cc2O[C@@H]1CN(C)C(=O)C1CCC1	0.4	4
O=C(C[C@@H]1CC[C@H](NC(=O)C2CCC2)[C@H](CO)O1)NCc1ccncc1	0.2	6
COc1ccc(-c2csc(N3N=C(C)C(C(c4ccc(Cl)cc4)C(C#N)C(N)=O)C3=O)n2)cc1 (centres undefined)	-0.1	15
CCC(C)c1ccc(NC(=O)CSc2nc3ncccc3[nH]2)cc1 (centres undefined)	0.4	7
COc1ccc(S(=O)(=O)Nc2ccc3c(c2)C(=O)N([C@H](C)CO)C[C@H](C)[C@H](CN(C)C(=O)Nc2cccc4ccccc24)O3)cc1	0.1	/
CCCNC(=O)N(C)C[C@@H]1Oc2cc(Br)ccc2S(=O)(=O)N([C@H](C)CO)C[C@@H]1C	-0.5	-15
O=C(NCC[C@H]1CC[C@H](NC(=O)C2CCOCC2)[C@@H](CO)O1)c1ccc(F)cc1	-0.2	7
Cc1nc(SCC(=O)Nc2ccccc2[N+](=O)[O-])c2c(C)c(C)sc2n1	0.1	-4
CN1CCN(C(=O)C2=C[C@@H](C3CC3)C[C@@H](OCCCCO)O2)CC1	/	-11
CC(C)c1cn(CC[C@H]2CC[C@@H](NS(=O)(=O)c3ccc(Cl)cc3)[C@H](CO)O2)nn1	0.2	2
CC(C)C[C@H]1C(=O)N2CCC[C@H]2[C@]2(O)O[C@](NC(=O)[C@@H]3C=C4c5cccc6[nH]c(Br)c(c56)C[C@H]4N(C)C3)(C(C)C)C(=O)N12	0.9	-47
C[C@@H]1CCCCO[C@@H](CN(C)C(=O)Nc2ccc3c(c2)OCO3)[C@@H](C)CN([C@@H](C)CO)C(=O)c2cc(NC(=O)Nc3ccc(F)cc3)ccc2O1	1.7	/
CCC(=O)N1C[C@@H](C)[C@H](OC)CN(C)C(=O)c2ccc(NC(=O)C3CCCCC3)cc2OC[C@@H]1C	-0.1	7
COc1ccc(CCNC(=O)c2ccc(-c3cccc([N+](=O)[O-])c3)o2)cc1OC	-0.4	-8
CS(=O)(=O)Nc1ccc2c(c1)[C@H]1C[C@@H](CC(=O)NCc3ccc(Cl)cc3)O[C@H](CO)[C@H]1O2	0.1	1
COc1ccc(NC(=O)Nc2ccc3c(c2)C(=O)N([C@H](C)CO)C[C@H](C)[C@@H](CN(C)C(=O)NC2CCCCC2)OCCCC[C@@H](C)O3)cc1	-2.3	/

High-throughput results (PubChem BioAssay)
